# L3MBTL1 inh: qHTS Assay for the Inhibitors of L3MBTL1; Lethal(3)malignant brain tumor-like protein 1 (Homo sapiens), Q9Y468; hit rate 0.66% among 230,000; AlphaScreen L3MBTL1–H3K9me1 peptide binding; Potency, µM (top dose mostly 57.1 µM), for inactives: at the highest dose activity, negative = inhibition, actives largely listed as inhibitors; active = well fitted inhibition curve with a large enough effect; inconclusive = small, poorly fitted or top-dose-only effect; inactive = no such curve, though single readings can be large or run the other way; also: nearly all actives have a fitted effect of over 60% in size
# Target sequence (Q9Y468 whole entry, looked up): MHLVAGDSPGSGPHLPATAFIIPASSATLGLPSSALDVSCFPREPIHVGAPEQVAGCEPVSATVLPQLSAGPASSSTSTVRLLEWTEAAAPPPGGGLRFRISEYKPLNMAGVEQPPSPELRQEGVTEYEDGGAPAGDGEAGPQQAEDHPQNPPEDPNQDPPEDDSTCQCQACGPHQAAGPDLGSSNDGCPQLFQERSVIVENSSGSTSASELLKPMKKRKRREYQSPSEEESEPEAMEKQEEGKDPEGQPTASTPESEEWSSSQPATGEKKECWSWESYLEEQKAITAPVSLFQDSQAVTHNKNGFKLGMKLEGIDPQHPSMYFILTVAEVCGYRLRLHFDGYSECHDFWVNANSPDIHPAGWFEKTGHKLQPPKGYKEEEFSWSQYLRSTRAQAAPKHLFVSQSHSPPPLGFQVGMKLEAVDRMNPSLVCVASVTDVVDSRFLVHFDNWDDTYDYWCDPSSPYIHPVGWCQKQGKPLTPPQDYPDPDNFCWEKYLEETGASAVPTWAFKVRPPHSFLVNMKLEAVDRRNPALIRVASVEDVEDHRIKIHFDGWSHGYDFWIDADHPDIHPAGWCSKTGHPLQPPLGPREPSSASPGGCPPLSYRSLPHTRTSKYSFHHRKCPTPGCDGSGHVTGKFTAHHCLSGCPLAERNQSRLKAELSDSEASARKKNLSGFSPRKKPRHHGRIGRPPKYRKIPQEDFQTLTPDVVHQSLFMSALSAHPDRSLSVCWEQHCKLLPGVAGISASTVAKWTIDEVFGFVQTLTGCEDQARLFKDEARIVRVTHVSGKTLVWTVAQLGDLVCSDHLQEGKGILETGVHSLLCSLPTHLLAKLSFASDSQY
#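 L3MBTL1 (50 nM) pre-complexed 30 min with biotinylated H3(1-15)K9me1 peptide (75 nM), then compounds added for 30 min at room temperature; AlphaScreen streptavidin donor/nickel chelate acceptor beads (10 ug/mL final) read after 30 min dark incubation.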
# * = called active by the depositor; ? = inconclusive; [ ] = another dose, or the depositor's remark. % is scaled to controls: 0 for no effect and ±100 for the full control effect; potency is read from the fitted curve at half-maximal effect.
# Preview, 21 compounds:
SMILES,L3MBTL1 inh
CCOc1ccc(C(=O)NCC(=O)NNC(=O)CN(C)S(=O)(=O)c2ccc(Cl)cc2)cc1,-6%
CN(C(=O)CCc1ccccc1F)C1CCCN(Cc2ccccc2F)C1 (stereo not drawn),-8%[2.29 µM]
CC(C)NC(=O)N(C)C[C@H]1Oc2c(NS(=O)(=O)c3cn(C)cn3)cccc2C(=O)N([C@H](C)CO)C[C@@H]1C,5%
Cc1cccc(NS(=O)(=O)c2ccc(C)c(C(=O)NCC(c3ccccc3)N(C)C)c2)c1 (stereo not drawn),3%
Cc1oc(=O)cc(OCc2ccccc2)c1C,2%
O=C(c1cc([N+](=O)[O-])ccc1Cl)N1CCc2ccccc21,-7%
Cc1cc(C)c(OCC(=O)OC(C)C(=O)N2CCc3ccccc32)c(C)c1 (stereo not drawn),17%
CN(C(=O)COC(=O)COc1ccccc1Cc1ccccc1)c1ccccc1,24%
Cc1ccc(CSc2ccc(S(=O)(=O)N3CCCCC3)cn2)cc1,0%
CCN(C(=O)N1CCOCC1)c1ccccc1C,2%
CCCCOc1ccc(C(=O)NCC(=O)NC2CCCCC2)cc1,-1%
Cc1cc(C)cc(N(CC(=O)N2CCCC2)S(C)(=O)=O)c1,6%
O=[N+]([O-])c1cccc(S(=O)(=O)Nc2ccc(-c3ccc(N4CCOCC4)nn3)cc2)c1,14%
O=C(NCC1CCCCC1)c1ccc(F)c(S(=O)(=O)N2CCOCC2)c1,0%
COc1cccc(NC(=O)COc2ccccc2)c1,0%
Cc1cc(Cn2nc(-c3ccccc3)cc2C(=O)NCc2cccc(Br)c2)on1,13%
CCC(C)c1ccccc1NC(=O)COc1ccc(-n2cnnn2)cc1 (stereo not drawn),-11%
Clc1ccc(OCCOCCNCc2ccccc2)cc1Cl,-10%
O=C(NCc1cccnc1)C1CC(c2ccc(Cl)c(Cl)c2)=NO1 (stereo not drawn),9%
CC(=O)Nc1ccc(NC(=O)C(C)Sc2n[nH]c(-c3ccc(C)cc3)n2)cc1 (stereo not drawn),-2%
CCOc1ccc(CCNC(=O)CCC(=O)c2cccs2)cc1OCC,5%

# Results, from the start:
SMILES,L3MBTL1 inh
CCOc1ccc(C(=O)NCC(=O)NNC(=O)CN(C)S(=O)(=O)c2ccc(Cl)cc2)cc1,-6%
CN(C(=O)CCc1ccccc1F)C1CCCN(Cc2ccccc2F)C1 (stereo not drawn),-8%[2.29 µM]
CC(C)NC(=O)N(C)C[C@H]1Oc2c(NS(=O)(=O)c3cn(C)cn3)cccc2C(=O)N([C@H](C)CO)C[C@@H]1C,5%
Cc1cccc(NS(=O)(=O)c2ccc(C)c(C(=O)NCC(c3ccccc3)N(C)C)c2)c1 (stereo not drawn),3%
Cc1oc(=O)cc(OCc2ccccc2)c1C,2%
O=C(c1cc([N+](=O)[O-])ccc1Cl)N1CCc2ccccc21,-7%
Cc1cc(C)c(OCC(=O)OC(C)C(=O)N2CCc3ccccc32)c(C)c1 (stereo not drawn),17%
CN(C(=O)COC(=O)COc1ccccc1Cc1ccccc1)c1ccccc1,24%
Cc1ccc(CSc2ccc(S(=O)(=O)N3CCCCC3)cn2)cc1,0%
CCN(C(=O)N1CCOCC1)c1ccccc1C,2%
CCCCOc1ccc(C(=O)NCC(=O)NC2CCCCC2)cc1,-1%
Cc1cc(C)cc(N(CC(=O)N2CCCC2)S(C)(=O)=O)c1,6%
O=[N+]([O-])c1cccc(S(=O)(=O)Nc2ccc(-c3ccc(N4CCOCC4)nn3)cc2)c1,14%
O=C(NCC1CCCCC1)c1ccc(F)c(S(=O)(=O)N2CCOCC2)c1,0%
COc1cccc(NC(=O)COc2ccccc2)c1,0%
Cc1cc(Cn2nc(-c3ccccc3)cc2C(=O)NCc2cccc(Br)c2)on1,13%
CCC(C)c1ccccc1NC(=O)COc1ccc(-n2cnnn2)cc1 (stereo not drawn),-11%
Clc1ccc(OCCOCCNCc2ccccc2)cc1Cl,-10%
O=C(NCc1cccnc1)C1CC(c2ccc(Cl)c(Cl)c2)=NO1 (stereo not drawn),9%
CC(=O)Nc1ccc(NC(=O)C(C)Sc2n[nH]c(-c3ccc(C)cc3)n2)cc1 (stereo not drawn),-2%
CCOc1ccc(CCNC(=O)CCC(=O)c2cccs2)cc1OCC,5%
COc1cccc(NC(=O)CN(C)CC(=O)c2c(N)n(Cc3ccccc3)c(=O)n(C)c2=O)c1,6%
CS(=O)(=O)c1ccc2nc(NC(=O)c3cccc([N+](=O)[O-])c3)sc2c1,8%
COCCCN(C(=O)Cc1csc(-c2cccc(Cl)c2)n1)c1c(N)n(Cc2ccccc2)c(=O)[nH]c1=O,-5%
CC(C)(C)NC(=O)c1ccc2c(c1)N(CC(=O)N1CCCC1)C(=O)C(C)(C)O2,3%
O=C(NC1CC2CCCC(C1)N2Cc1ccc(F)cc1)c1ccc(F)cc1 (stereo not drawn),-3%
Cc1ccc(CN2C(=O)C[C@@H](NC(=O)OCC3c4ccccc4-c4ccccc43)C/C=C\C2c2ccc(C)cc2)cc1 (stereo partly drawn),-26%
CC(C)(C)c1ccc(S(=O)(=O)N2CCNC(=O)C2)cc1,1%
COC(=O)c1c(-c2ccc(OC)cc2)oc2ccc(-c3ccc(OC)nc3)cc12,3%
CC(=O)Nc1ccc(C(=O)COC(=O)CCc2ccccc2)c(F)c1,-1%
CN(CC(=O)Nc1ccc2c(c1)OCO2)CC(=O)Nc1ccc(F)c(F)c1F,-1%
COc1cc(OC)cc(OC(=O)C2CCN(C(=O)c3ccc(F)cc3)CC2)c1,3%
COc1ccc2cc(-c3ccccc3)ncc2c1,0%
C#CCOCCOCCOCCNc1nc(N2CCN(C(=O)CCCCCCCCCCNC(=O)[C@@H]([C@H](C)O)n3cc(C)nn3)CC2)nc(N2CCN(C(=O)CCCCCCCCCCNC(=O)[C@@H]([C@H](C)O)n3cc(C)nn3)CC2)n1,-7%
O=[N+]([O-])c1cccc(-c2ccc(CN3CCN(c4ccccc4)CC3)o2)c1,?
CN(CC(=O)Nc1ccccc1Br)C(=O)c1cccc(S(=O)(=O)NCc2ccccc2)c1,-8%
O=C(C1CC(=O)N(c2ccc3c(c2)OCCO3)C1)N1CCCC(C(F)(F)F)C1 (stereo not drawn),-11%
Cc1ccc(OCCC(=O)OCC(=O)NC(=O)NC2CCCCC2)cc1,-7%
O=C1C(Cc2ccccc2)Nc2ncnc(N3CCc4ccccc4C3)c2N1Cc1ccc(Br)cc1 (stereo not drawn),-13%
COc1ccc(-c2noc(CCC(=O)N3CCN(c4ccccc4C(F)(F)F)CC3)n2)cc1,-6%
CC(C)Nc1nnc(SC(C)C(=O)Nc2ccc(N3CCOCC3)cc2)s1 (stereo not drawn),1%
COc1cccc(NC(=O)c2sc(Cl)nc2C)c1,5%
Cc1ccccc1N1CCN(CC(=O)NCc2ccc(Cl)cc2)CC1,-5%
Brc1ccc(-c2csc(N3CCCCCC3)n2)cc1,4%
CC(=O)N/C(=C/c1ccc2c(c1)OCO2)C(=O)N1CCOCC1,10%[2.29 µM]
O=C(NCCOc1ccccc1F)C1CC(=O)N(c2ccc3c(c2)OCCO3)C1 (stereo not drawn),-3%
CC(=O)c1ccc(S(=O)(=O)N(CC(=O)NC2CC2)Cc2ccc(F)cc2)cc1,7%
COc1ccc(C2NC(=O)NC(C)=C2C(=O)OCc2ccccc2)cc1 (stereo not drawn),-5%
O=C(CN1C(=O)c2ccccc2S1(=O)=O)Nc1ncc([N+](=O)[O-])s1,-14%
O=C(COC(=O)/C=C/c1cccc(C(F)(F)F)c1)NC1CCCCCC1,6%
Cc1ccc(CONC(=O)c2ccc(C)cc2)cc1,-2%
O=C(Nc1ccc(N2CCCC2)cc1)c1ccc(Br)cc1,-7%
COc1ccc(CN(CCC(C)C)S(=O)(=O)c2ccccc2Br)c(OC)c1,25%
O=C(Nc1ccc(S(=O)(=O)NC2=NCCCCC2)cc1)c1ccc(Cl)c([N+](=O)[O-])c1,-3%
O=C(CC(c1ccccc1)c1cc(Br)ccc1O)NCCCN1CCOCC1 (stereo not drawn),-6%[2.29 µM]
COc1ccc(CNC(=O)CC2C[C@H](C(=O)N3CCCCC3)[C@@]3(C)c4[nH]c5ccccc5c4CCN3C2=O)cc1OC (stereo partly drawn),-1%
COc1ccccc1CC(=O)NN1C(=O)NC2(CCC(C)CC2)C1=O (stereo not drawn),-4%
Nc1ncnc2c1ncn2[C@@H]1O[C@H](CNC(=O)[C@H]2CCC(=O)N2)[C@@H](O)[C@H]1O,4%
Cc1ccc2c(c1)-n1c(nc3ccc(C)cc3c1=O)C(Cc1ccccc1)NC2=O (stereo not drawn),0%
O=S(=O)(NCCCCCCNS(=O)(=O)c1c(F)cccc1F)c1ccc2c(c1)OCCO2,6%

# Other structures
SMILES,L3MBTL1 inh
CCN(CC(=O)Nc1ccc(OC)cc1)C(=O)c1cc(S(=O)(=O)N2CCOCC2)ccc1N1CCCC1,-11%
CCOc1ccc(NS(=O)(=O)c2coc(C(N)=O)c2)cc1,-1%
CCCc1nnc(NC(=O)CC(C)c2ccccc2)s1 (stereo not drawn),8%
CCCCN1C(=O)C(=O)N(CC(=O)Nc2ccccc2C(C)=O)C1=O,0%
Cc1ccc([C@@H]2[C@@H]3C(=O)N(c4ccccc4)C(=O)[C@@H]3[C@]3(C)C(=O)N(Cc4ccccc4)CC(=O)N23)o1,1%
O=C(Nc1ccc(S(=O)(=O)Nc2ncccn2)cc1)C(F)(F)F,0%
CC(=O)C[C@H](O)CC(=O)[C@H]1OC(=O)CCCCCCCCc2ccccc21,0%
O=C(Nc1ccc(S(=O)(=O)Nc2cnc3ccccc3n2)cc1)c1ccc([N+](=O)[O-])cc1Cl,1%
CSc1ncc(CN2CCc3c([nH]c4ccccc34)C2C(C)(C)C)cn1 (stereo not drawn),0%
CC(C)CN(C(=O)COC(=O)/C=C/c1cccs1)c1c(N)n(Cc2ccccc2)c(=O)[nH]c1=O,-4%
Cc1ccc(NC(=O)CSCC(=O)NCc2ccco2)cc1,-2%
CCN(C(=O)COC(=O)c1sccc1C)c1c(N)n(Cc2ccccc2)c(=O)[nH]c1=O,2%
C=CCOc1c(Br)cc(CNn2c(C)n[nH]c2=S)cc1OCC,-9%
Clc1ccc(SCCOCCN2CCOCC2)cc1,-3%
CCC1(c2ccc(F)cc2)NC(=O)N(CC(=O)N2c3ccccc3NC(=O)CC2C)C1=O (stereo not drawn),-7%
COc1cc(/C=N/N2CCN(c3ccccc3)CC2)cc(OC)c1OC(C)=O,-8%[2.29 µM]
Cc1onc(-c2c(F)cccc2Cl)c1C(=O)NCc1ccc(S(N)(=O)=O)cc1,-1%
Cc1cc(OCCN2CCN(S(=O)(=O)c3ccccc3F)CC2)ccc1C(C)C,2%
CC(c1ccccc1)N(C)CC(=O)NC(=O)NCCC1=CCCCC1 (stereo not drawn),9%
Cc1nc2sccn2c(=O)c1S(=O)(=O)NCc1ccccc1Cl,-3%
COc1ccc(NC(=S)NC(=NS(=O)(=O)c2ccc(Cl)cc2)c2ccccc2)cc1,-9%
CCCCn1c(N)c(N(CC(C)C)C(=O)C(C)SCc2nc3sc(C)c(C)c3c(=O)[nH]2)c(=O)[nH]c1=O (stereo not drawn),-13%
C[C@H]1COC(=O)[C@@H](CC(=O)OC(C)(C)C)C/C=C\C[C@@H](CC(=O)N[C@H](CO)Cc2ccccc2)C(=O)N1,6%
CCCCOc1ccc(C(=O)NNC(=O)c2cnccn2)cc1OC,7%
COc1ccc(C(=O)NCCOc2ccccc2)cc1S(=O)(=O)N1CCOCC1,-4%
O=C(NCCc1ccccc1)C1(c2ccccc2)CCCC1,-6%[2.29 µM]
Cc1ccccc1NC(=S)N1CCN(c2ccccc2C)CC1,27%
CCn1c2ccc(C)cc2c2n[nH]c(=S)nc21,-1%
C[C@H]1COC(=O)[C@@H](Cc2ccc(F)cc2)C/C=C\C[C@H](CC(=O)NCCO)C(=O)N1,0%
Cc1ccc(S(=O)(=O)N(C)C[C@@H]2Oc3ccc(NS(C)(=O)=O)cc3CC(=O)N([C@H](C)CO)C[C@@H]2C)cc1,0%
O=C(COC(=O)CNC(=O)C1CCCCC1)Nc1ccccc1,2%
CCOc1cc(C#N)ccc1OCC(=O)N1CCc2ccccc2C1,-10%
CCOc1ccc(NC(=O)C(C)NC(=O)c2ccccc2Cl)cc1S(=O)(=O)N1CCCC1 (stereo not drawn),0%
Cc1c(C(=O)NCc2ccco2)oc2c(Cl)cccc12,0%
CN1CCCN(C(=O)c2cccc(Br)c2)CC1,0%
O=C1C=C(c2ccc(F)nc2)C[C@@H](c2ccc3c(c2)OCO3)C1,2%
CCOc1ccc(NS(=O)(=O)c2cccc(C(=O)NCC3(N(C)C)CCCCC3)c2)cc1,-2%
CSCCC(NC(=O)c1ccco1)C(=O)NCC1CCCCC1 (stereo not drawn),2%
CCC1=NN(C(=O)c2ccc([N+](=O)[O-])cc2)C(O)(c2ccccc2)C1 (stereo not drawn),?
O=C(O)C1CCCCN1C(=O)c1cc2c(s1)CCCCC2 (stereo not drawn),14%
Nc1ncnc2c1ncn2[C@@H]1O[C@H](CN=C2NS(=O)(=O)c3ccccc32)[C@@H](O)[C@H]1O,-1%
COc1ccc(C(=O)N[C@H](C(=O)NCCCn2nc(C)cc2C)C(C)C)cc1,11%
CCn1nc(C(=O)NNC(=O)C(Cc2ccccc2)NC(N)=O)c2ccccc2c1=O (stereo not drawn),7%
O=[N+]([O-])c1ccc(OCCCCN2CCc3ccccc3C2)cc1,-3%
CCN(CC)S(=O)(=O)c1ccc(NC(=O)COC(=O)CNC(=O)C2CCCCC2)cc1,10%
Cc1cc(C(=O)COC(=O)c2ccc(O)cc2)c(C)n1CC(F)(F)F,1%

# Compound activity from PubChem.

# Not all compounds are listed; the hit share may differ from the screen's.
